# TGFb SMAD3 inh – qHTS for Inhibitors of TGF-b | hit rate 1.2% among 410,000 | HepG2 CAGA-GFP TGF-b/SMAD3 reporter, GFP fluorescence, 18 h; TGF-beta stimulated, 500 pg/mL final | Potency, µM (highest dose often 46.1 µM), for the others: at the highest dose activity, negative = inhibition, hits mostly inhibitors; also: potency is read from the fitted curve at half-maximal effect; % is scaled to controls: 0 for no effect and ±100 for the full control effect; nearly all actives have a fitted effect of over 65% in size
#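 GFP signal (ex488/em500-530) from TGF-beta-stimulated HEPG2 CAGA-GFP cells, 500 pg/mL final, 18 h at 37 degrees C in DMEM plus 1% FBS, normalized to unstimulated and DMSO-stimulated controls.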
# HepG2 tox – qHTS for Inhibitors of TGF-b: Cytotox Counterscreen; AID 588856, 2011; Potency, µM (doses to about 46.1 µM), without a hit: top-dose activity change, negative = cytotoxicity, hits mostly cytotoxic; HepG2 CAGA-GFP viability, ATP luminescence, 18 h; hit rate 0.76% among 410,000; also: potency is read from the fitted curve at half-maximal effect; some results filed as inactive show a strong effect at the top dose
#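 HepG2 CAGA-GFP cells (1000/well, DMEM with 1% FBS) received compound, then TGF-beta at 500 pg/mL final, and were incubated 18 hours at 37 degrees C. Viability was read by CellTiter-Glo luminescence. Media-only wells were set as complete cell-killing and DMSO as no toxicity.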
# CCT chaperon mod – High-Throughput Screening for Modulators of Cytosolic Chaperonin Activity | activity change, % (concentration not given with the values), hits read low | hit rate 0.3% among 360,000 | purified chaperonin ATPase assay, HTRF ADP detection, 30 min; in the data active = activity change below about -30%; also: % is scaled to controls: 0 for no effect and ±100 for the full control effect
#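 First, chaperonin was dispensed at 40 nM or 20 nM final depending on batch activity. Next, compounds were pinned at 76 uM and ATP added at 10 uM. After 30 min at 37 °C, ADP detection reagents ran 30 min at ambient temperature.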
# Abeta yeast res – qHTS for compounds that reverse cellular toxicity of Amyloid beta (A-beta) peptide in yeast: Primary Screen; yeast expressing A-beta42, growth rescue, OD600, 48 h; response scale: 0% DMSO, 100% iron-clioquinol control; Potency, µM (titrated, usually from 46.1 µM), inactives show at the highest dose growth rescue, hits mostly activators; hit rate 0.063% among 410,000; AID 1347071, 2019; also: potency is read from the fitted curve at half-maximal effect; nearly all actives have a fitted effect of over 55% in size
#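 Growth rescue measured by 600 nm absorbance after 48 h yeast culture at 30 C with compound. Values normalized between DMSO and an equimolar ferric chloride plus clioquinol control.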
# A549 tox – Nrf2 qHTS screen for inhibitors: counterscreen for cytotoxicity; A549 ARE-Fluc cells, CellTiter-Fluor viability, 18-24 h; AID 504648, 2011; hit rate 0.16% among 390,000; Potency, µM (doses to about 46 µM), inactives show at the highest dose activity change, negative = cytotoxicity, actives largely listed as inhibitors; also: potency is read from the fitted curve at half-maximal effect; % is scaled to controls: 0 for no effect and ±100 for the full control effect
#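 A549 ARE_Fluc cells in 5% FBS OPTI-MEM were exposed to compounds in concentration-response for 18-24 h at 37 deg C. Viability was read by CellTiter-Fluor fluorescence (Ex 405/Em 525) after 30 min, before the luciferase read.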
# MmCpn inh – Inhibitors of TCP-1 ring complex (TRiC) of Methanococcus maripaludis (MmCpn): qHTS; purified Mm-Cpn ATPase, ADP Transcreener TR-FRET; Chaperonin Mm-Cpn (Methanococcus maripaludis); Potency, µM (top dose mostly 76.9 µM), without a hit: top-dose activity, negative = inhibition, actives largely listed as inhibitors; hit rate 0.031% among 330,000; AID 504842, 2011; also: potency is read from the fitted curve at half-maximal effect; % is scaled to controls: 0 for no effect and ±100 for the full control effect; nearly all actives have a fitted effect of over 80% in size
#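 ATP (10 uM final) was added to archaeal chaperonin (25 nM final) after 10 min exposure to test compound at 37°C; after 30 min further incubation, ADP was detected by competitive TR-FRET.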
# Akt phos inh – HTS Assay for Inhibitors of Akt Phophorylation: Primary Screen | Neuro2A IGF-stimulated pAkt S473 HTRF, 20 min; hits give low values | activity change, % for hits at 50 µM | hit rate 0.32% among 360,000 | AID 651550, 2012; in the data active = activity change below about -80%; inconclusive = mostly about -51% to -80%; also: % is scaled to controls: 0 for no effect and ±100 for the full control effect
#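 Single-point screen (50 µM final compound) in Neuro2A cells stimulated 20 min with 6 nM IGF at 37 deg C. After lysis, Ser473-phosphorylated Akt read by HTRF (ex 330 nm, em 615/665 nm) as the 665/615 ratio.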
# Nrf2 ARE act – qHTS of Nrf2 Activators; AREc32 ARE-luciferase reporter (MCF7-derived line), luminescence, 24 h; Potency, µM (top dose mostly 46.1 µM), without a hit: at the highest dose activation, actives largely listed as activators; hit rate 0.31% among 410,000; also: potency is read from the fitted curve at half-maximal effect; % of control where 0% means no effect; nearly all actives have a fitted effect of over 65% in size
#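 Nrf2 activation is followed as ARE-luciferase induction in the AREc32 line after one day of compound treatment; luminescence is read with Steady-Glo.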
# Nrf2 block – Nrf2 qHTS screen for inhibitors | A549 ARE-Fluc reporter, luciferase luminescence, 18-24 h | Potency, µM (doses to about 46 µM), for the others: top-dose activity change, negative = inhibition, actives largely listed as inhibitors | hit rate 2.1% among 360,000 | AID 504444, 2011; also: potency is read from the fitted curve at half-maximal effect; % is scaled to controls: 0 for no effect and ±100 for the full control effect; nearly all actives have a fitted effect of over 60% in size
#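 In this cell-based qHTS, ARE-driven firefly luciferase in A549 cells reports Nrf2 activity; the luminescent signal after BugLite lysis is the measured value, with a prior CellTiter-Fluor read for cell health.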
# Active calls of the source: *; i = inactive; ? = inconclusive; nt = no result given; [ ] = dose if it differs, or a comment. Unless noted, calls follow the shape of the dose curve; as a rule, active = well fitted curve in the direction sought with a large enough effect; inconclusive = small, poorly fitted or top-dose-only effect, or another doubt; inactive = no such curve, though single readings can be large; an effect the other way counts as inactive or inconclusive.
SMILES | TGFb SMAD3 inh | HepG2 tox | CCT chaperon mod | Abeta yeast res | A549 tox | MmCpn inh | Akt phos inh | Nrf2 ARE act | Nrf2 block
C#CCOCCOCCOCCNc1nc(N2CCN(C(=O)[C@H]([C@@H](C)CC)n3cc(CCCN=C(N)N)nn3)CC2)nc(N2CCN(C(=O)[C@H](CCCCN)n3cc(CCCC)nn3)CC2)n1 | -3% | -11% | -2.8 | -15% | -8% | 0% | i | -0.7% | 3%
COc1ccc(-c2nc3sc(CCNS(=O)(=O)c4ccc(F)c(C)c4)c(C)n3n2)cc1 | ? | -19% | nt | 27% | -22% | nt | nt | 0.3% | nt
CN(c1ccccc1)S(=O)(=O)c1ccc(C(=O)Nc2nnc(-c3ccco3)o2)cc1 | -20% | -9% | -2.3 | 17% | -6% | 2% | i | -3.8% | ?
O=C(c1ccc(Cl)c([N+](=O)[O-])c1)N(Cc1ccc(F)cc1)C1CCS(=O)(=O)C1 (stereo unspecified) | 0% | -2% | 0.1 | -13% | -11% | -5% | i | -0.9% | -2%
O=C(NCCc1cn2ccccc2n1)c1cc(COc2ccc3ncccc3c2)on1 | 1% | -5% | 0.9 | -8% | ? | -2% | i | 4.0% | 16µM*
Cn1ccc(C(=O)NC(=S)N2CCSCC2)n1 | 6% | 1% | -0.3 | 12% | 1% | -1% | i | -0.8% | -9%
Cc1cccc(Cc2nnc(NC(=O)c3cccc(S(=O)(=O)N4CCOCC4)c3)s2)c1 | ? | -13% | 0.0 | 8% | -5% | -1% | i | -0.2% | -24%
COCC1CCN(Cc2nc(-c3ccc4c(c3)OCO4)no2)C1 (stereo unspecified) | 10% | -1% | 1.2 | -5% | 0% | -2% | i | 2.1% | ?
CSC1=C(C#N)C(c2cccc(Br)c2)CC(=O)N1 (stereo unspecified) | 12% | -23% | -0.5 | -1% | 5% | 1% | i | 0.1% | 9%
C/C(O)=c1/ccc2cccc3nc(C)nc1c23 | 0% | -1% | -1.4 | 5% | 28% | -2% | i | 4.3% | ?

# As entered above:
# Entry of Cn1ccc(C(=O)NC(=S)N2CCSCC2)n1 under MmCpn inh: -1%
# Entry of C#CCOCCOCCOCCNc1nc(N2CCN(C(=O)[C@H]([C@@H](C)CC)n3cc(CCCN=C(N)N)nn3)CC2)nc(N2CCN(C(=O)[C@H](CCCCN)n3cc(CCCC)nn3)CC2)n1 under A549 tox: -8%

# More entries
SMILES | TGFb SMAD3 inh | HepG2 tox | CCT chaperon mod | Abeta yeast res | A549 tox | MmCpn inh | Akt phos inh | Nrf2 ARE act | Nrf2 block
c1ccc(CSc2nnc(-c3ccncc3)o2)cc1 | 9% | -32% | -1.9 | 18% | 8% | 1% | i | 1.5% | -32%
O=C(Nc1nncs1)c1ccc(N2C(=O)C3C4C=CC(C4)C3C2=O)cc1 (stereo unspecified) | 0% | -17% | -1.3 | 4% | -24% | 0% | i | -0.6% | ?
O=C(COc1ccc(Cl)cc1)N1CCN(c2ccc([N+](=O)[O-])c(N3CCOCC3)c2)CC1 | ? | -18% | -3.0 | -9% | -24% | 0% | i | 7.4% | ?
CCOC(=O)C1=C(c2ccccc2)OC(N)=C(C#N)C1C(C)C (stereo unspecified) | 6% | -1% | -2.1 | 0% | 1% | 2% | nt | 5.6% | 7%
O=C(CSc1n[nH]c(-c2ccco2)n1)Nc1ccccc1Cl | -10% | -12% | -26 | -3% | 2% | -2% | i | 5.4% | 17%
Cc1cc(C)c(OCCCCCNCCO)c(C)c1 | 1% | -14% | -1.3 | -4% | -9% | -2% | nt | -0.5% | 5%
COc1ccc(CCN2C(=O)C3C4C=CC(C3C2=O)C2C(=O)N(CCc3ccc(OC)c(OC)c3)C(=O)C42)cc1OC (stereo unspecified) | ? | -16% | -2.4 | -4% | -8% | 1% | i | -0.1% | ?
O=C1c2ccccc2C(=O)N1N=Cc1ccc2c(c1)OCO2 | 5% | -17% | 0.6 | -10% | nt | nt | i | 4.8% | nt
O=[N+]([O-])c1ccc(P(=O)(Cc2ccccc2)c2ccccc2O)cc1 (stereo unspecified) | 16% | 14% | -1.5 | 13% | -1% | 1% | i | 0.0% | 9%
Cc1cccc(NC(=O)CSc2nc(C3CC3)nc3ccccc23)c1 | -3% | -22% | 1.0 | -11% | 1% | -4% | i | 19% | ?

# (continued)
# The line under a structure holds: TGFb SMAD3 inh, HepG2 tox, CCT chaperon mod, Abeta yeast res, A549 tox, MmCpn inh, Akt phos inh, Nrf2 ARE act, Nrf2 block
O=C(NCCc1ccccc1)C1COc2ccccc2C1 (stereo unspecified)
  -4%, 3%, nt, ?, 7%, nt, nt, 3.4%, nt
COc1cc(CC(=O)NCCc2ccc(S(N)(=O)=O)cc2)cc(OC)c1OC
  2%, -4%, -1.4, 7%, -7%, -1%, i, -0.2%, 2%
COc1ccc(NC(=O)C(=O)NCCc2csc3nc(-c4ccccc4C)nn23)cc1
  -6%, -19%, nt, -5%, -13%, nt, nt, 0.1%, nt
CCNc1nc(NCC)nc(SCCOc2ccc(C)cc2)n1
  ?, -20%, -1.4, -58%[inhibitor], 2%, -2%, i, 2.8%, ?
CCOC(=O)Cn1nnc(-c2ccc(OCC(C)C)cc2)n1
  -1%, -11%, -1.9, 9%, -1%, 0%, i, -0.3%, 7%
Cc1ccccc1CN1CCC(C(=O)Nc2ccc(Oc3cccnc3)cc2)CC1
  -10%, -17%, -0.1, -2%, 0%, -3%, i, -0.1%, -10%
Cc1cccc(NS(=O)(=O)c2ccc(C(=O)NCCCN3CCCC3=O)cc2)c1C
  -12%, 3%, -0.9, 23%, -4%, -3%, i, 0.0%, ?
O=C(CN1C(=O)CC(c2ccccc2)=Nc2ccccc21)NC1CCCCC1
  -4%, -31%, -4.9, -3%, -1%, 5%, i, 1.3%, -14%
O=C(O)c1ccc(CSc2ccccn2)cc1
  2%, 24%, 1.5, -17%, 1%, -1%, i, 0.3%, -8%
Cc1ccc2[nH]cc(S(=O)(=O)c3ccc(C(C)C)cc3)c(=O)c2c1
  3%, -18%, 1.3, -5%, 2%, -1%, i, -0.4%, -18%
COc1ccccc1S(=O)(=O)NCc1ccc(C(=O)NC(C)c2ccccn2)cc1 (stereo unspecified)
  14%, 23%, 1.6, -13%, 17%, -4%, i, -0.5%, -8%
CN(C)c1cccc(NC(=O)C2Cc3c(-c4cccnc4)ccnc3O2)c1 (stereo unspecified)
  6%, 4%, -1.9, -13%, nt, nt, i, 4.5%, nt
Cc1c(C(=O)NCCN(C)C)oc2c1-c1nn(Cc3cccc(Cl)c3)cc1CC2
  -41%, -57%, nt, -18%, 4%, nt, nt, 5.2%, 0%
C=CCn1c(SCC(=O)O)nnc1-c1ccc(C(C)(C)C)cc1
  -3%, 9%, -31*, -9%, 0%, -6%, i, 0.1%, -7%
CCOC(=O)C1CCN(S(=O)(=O)c2ccc(CN3C(=O)c4cccnc4C3=O)cc2)CC1
  2%, -10%, -1.7, -3%, 1%, 0%, i, 0.0%, 5%
COc1cc(OC)c(NC(=O)NCCn2nnc3cc(S(=O)(=O)N(C)C)ccc32)cc1Cl
  2%, -5%, nt, -9%, -1%, nt, nt, -1.2%, nt
C=CCn1c(NCCO)nc2sc3c(c2c1=O)CCC3
  -2%, -5%, -2.1, 13%, -3%, 0%, i, 3.3%, 0%
CN(C)c1cccc(C(=O)OCC(=O)NC2CCCC2)c1
  -5%, -3%, -1.5, -9%, 1%, 0%, i, 3.7%, 6%
COc1ccc(OC)c(S(=O)(=O)NC(C)c2ccc(-n3ccnc3)cc2)c1 (stereo unspecified)
  -1%, -12%, 1.8, -11%, -2%, 1%, i, -0.6%, 6%
O=c1c(Cc2ccccc2)c(O)ccn1Cc1ccc2c(c1)OCO2
  2%, 12%, 1.5, 1%, 2%, -3%, i, 3.8%, -11%

# By substructure, the compounds so far containing a halogen.
# The line under a structure holds: TGFb SMAD3 inh, HepG2 tox, CCT chaperon mod, Abeta yeast res, A549 tox, MmCpn inh, Akt phos inh, Nrf2 ARE act, Nrf2 block
COc1ccc(-c2nc3sc(CCNS(=O)(=O)c4ccc(F)c(C)c4)c(C)n3n2)cc1
  ?, -19%, nt, 27%, -22%, nt, nt, 0.3%, nt
O=C(c1ccc(Cl)c([N+](=O)[O-])c1)N(Cc1ccc(F)cc1)C1CCS(=O)(=O)C1 (stereo unspecified)
  0%, -2%, 0.1, -13%, -11%, -5%, i, -0.9%, -2%
CSC1=C(C#N)C(c2cccc(Br)c2)CC(=O)N1 (stereo unspecified)
  12%, -23%, -0.5, -1%, 5%, 1%, i, 0.1%, 9%
O=C(COc1ccc(Cl)cc1)N1CCN(c2ccc([N+](=O)[O-])c(N3CCOCC3)c2)CC1
  ?, -18%, -3.0, -9%, -24%, 0%, i, 7.4%, ?
O=C(CSc1n[nH]c(-c2ccco2)n1)Nc1ccccc1Cl
  -10%, -12%, -26, -3%, 2%, -2%, i, 5.4%, 17%
Cc1c(C(=O)NCCN(C)C)oc2c1-c1nn(Cc3cccc(Cl)c3)cc1CC2
  -41%, -57%, nt, -18%, 4%, nt, nt, 5.2%, 0%
COc1cc(OC)c(NC(=O)NCCn2nnc3cc(S(=O)(=O)N(C)C)ccc32)cc1Cl
  2%, -5%, nt, -9%, -1%, nt, nt, -1.2%, nt

# Compound activity (PubChem)
